# High-throughput results: PubChem, Broad Institute
# ERAP1 HTS inh: ERAP1 (human) enzyme inhibition | hit rate 0.15% among 340,000 | inhibition, % at 10.7 µM | AID 652197 | Q9NZ08 | recombinant ERAP1, Leu-AMC fluorescence, 60 min;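 active = mean replicate inhibition of at least 30%, or all replicates individually reaching that 30% level; inactive = mean below 30% and not every replicate reaching it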;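 also: 0% = neutral control wells and 100% = L-leucinethiol positive control wells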
# F508del corr: correctors of CFTR F508del function in bronchial epithelial cells; CFBE cells, YFP halide quenching; stimulated with forskolin plus potentiator P3; % fluorescence drop versus neutral controls; activity (quench increase), % at 7.58 µM; hit rate 0.36% among 350,000; AID 720511;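 active = mean added fluorescence quench of at least 8% versus neutral control, with both replicates also reaching 8%; inconclusive = only one of the mean or replicate conditions met; inactive = mean below 8% and not both replicates reaching 8%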;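 also: cells transiently co-express mutant CFTR-F508del with the halide-sensitive YFP; corrector assay measuring rescue of mutant channel to the surface after 24 h compound exposure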
# miR-122 sensor: blocks miR-122 activity in Huh7 sensor cells | AID 602342 | Huh7 miR-122 Renilla luciferase sensor, 48 h; neutral wells = 0, positive control = 100 | activation (reporter increase), % at 12.5 µM | hit rate 0.3% among 340,000;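 active = mean replicate activation score at least 90 and every replicate individually at or above 90; inconclusive = only one of the two criteria met; inactive = neither criterion met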;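 also: higher luciferase means less miR-122 activity so hits act as miR-122 inhibitors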
# SIRT5 inh: inhibitors of human sirtuin-5 desuccinylase; Q9NXA8; Purified SirT5, succinyl-peptide AMC, trypsin-coupled fluorescence; inhibition, % at 15 µM; hit rate 1.1% among 330,000; in the data active = inhibition above about 15%; inconclusive = no clear call, values can overlap the other calls
# Target sequence (Q9NXA8 whole entry, looked up): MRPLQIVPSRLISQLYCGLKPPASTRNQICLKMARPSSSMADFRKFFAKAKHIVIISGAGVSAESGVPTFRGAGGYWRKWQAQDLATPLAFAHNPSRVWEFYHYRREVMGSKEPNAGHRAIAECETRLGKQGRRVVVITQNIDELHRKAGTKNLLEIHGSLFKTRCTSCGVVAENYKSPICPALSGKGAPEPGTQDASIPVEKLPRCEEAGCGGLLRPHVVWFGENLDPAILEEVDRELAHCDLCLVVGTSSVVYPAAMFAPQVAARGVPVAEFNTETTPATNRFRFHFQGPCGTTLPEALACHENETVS
# DENV2 CPE: DENV2-induced cell death inhibition | DENV2-infected cells, cytopathic effect rescue, plate reader | CPE inhibition, % at 9.99 µM | hit rate 1.7% among 350,000 | AID 651640; in the data active = CPE inhibition above about 20%, passing the limit was not always enough; inconclusive = no clear call, values can overlap the other calls; tested in BHK-21 cells;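 also: 0% = median of neutral control wells and 100% = median of positive control wells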
# Casp6 inh: inhibitors of human caspase-6; hit rate 0.53% among 350,000; AID 686996; P55212; inhibition, % at 12.5 µM; purified caspase-6, Z-VEID-R110 cleavage fluorescence;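 active = mean inhibition across replicates at least about 35%, with every replicate also reaching that limit, limit read from the data; inconclusive = only one of the two criteria met; inactive = neither criterion met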;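 also: 0% = median of neutral control wells and 100% = no fluorescence left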
# Target sequence (P55212 24-179 limits assumed): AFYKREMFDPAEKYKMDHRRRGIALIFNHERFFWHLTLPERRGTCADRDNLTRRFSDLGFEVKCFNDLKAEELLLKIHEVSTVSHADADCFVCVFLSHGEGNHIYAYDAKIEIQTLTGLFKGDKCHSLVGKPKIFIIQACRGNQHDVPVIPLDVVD
# Target sequence (P55212 194-293 limits assumed): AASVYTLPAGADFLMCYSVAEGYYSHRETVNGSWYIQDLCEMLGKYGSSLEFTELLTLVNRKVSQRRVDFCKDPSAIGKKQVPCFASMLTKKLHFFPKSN
# ERp5 block: blocks human ERp5 reductase activity on insulin | ERp5 insulin aggregation, absorbance 650 nm, 90 min | inhibition, % at 9.99 µM | hit rate 0.05% among 350,000 | AID 651711;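 active = mean replicate inhibition above about 25%, with every replicate also reaching it, limit read from the data, passing the limit was not always enough; inconclusive = only one of those two criteria met; inactive = neither criterion met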
# Target sequence (Q15084 whole entry, looked up): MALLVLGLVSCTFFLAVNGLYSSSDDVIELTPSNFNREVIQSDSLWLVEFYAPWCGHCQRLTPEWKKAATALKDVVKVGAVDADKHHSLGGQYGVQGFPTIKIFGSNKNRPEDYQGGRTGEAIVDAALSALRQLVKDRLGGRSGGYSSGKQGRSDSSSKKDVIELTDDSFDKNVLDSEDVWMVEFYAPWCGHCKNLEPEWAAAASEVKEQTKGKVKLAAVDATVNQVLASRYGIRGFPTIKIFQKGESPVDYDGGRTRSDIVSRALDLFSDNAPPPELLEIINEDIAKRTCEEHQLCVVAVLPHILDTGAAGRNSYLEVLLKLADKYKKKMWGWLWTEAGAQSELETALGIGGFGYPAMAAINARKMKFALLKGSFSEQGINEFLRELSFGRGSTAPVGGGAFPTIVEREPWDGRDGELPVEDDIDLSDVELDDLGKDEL
# * marks the source's active call; other numbers are inactive results; u = inconclusive; x = not tested or not shown; [ ] = another dose, or the depositor's remark. Outcome played no part in choosing rows; about 4% have a hit in one of these screens.
nr	SMILES	ERAP1 HTS inh	F508del corr	miR-122 sensor	SIRT5 inh
1	CCN(C(=O)COC(=O)CCS(=O)(=O)c1ccccc1)c1c(N)n(Cc2ccccc2)c(=O)[nH]c1=O	-1	-2.6	-8	-3
2	CC(NC(=O)c1ccc(Cl)c(S(=O)(=O)N2CCCCCC2)c1)c1cccnc1 (configuration not stated)	3	-6.8	x	-1
3	Cn1c(SCc2ccc(C#N)cc2)nnc1-c1ccccc1	2	x	x	21*
4	COC(=O)c1ccc(OC(=O)CS(=O)c2ccccc2[N+](=O)[O-])cc1 (configuration not stated)	-3	-0.2	x	-2
5	COc1ccc(NC(=O)N(C)C[C@H]2Oc3ccc(NC(=O)C4CC4)cc3C(=O)N([C@@H](C)CO)C[C@@H]2C)cc1	1	-0.7	5[16.7 µM]	-3
6	COc1ccc(CNC(=O)C2CCN(S(=O)(=O)c3ccc4c(c3)NC(=O)CO4)CC2)cc1	3	-1.6	-11	-2
7	CN(C)C(=O)C[C@@H]1CC[C@H]2[C@@H](COC[C@@H](O)CN2C(=O)C2CC2)O1	-1	-0.3	4[16.7 µM]	-2
8	COC(=O)c1ccccc1NC(=O)C1CCN(C(=O)Cc2ccccc2)CC1	1	-1.3	x	0

nr	DENV2 CPE	Casp6 inh	ERp5 block
1	-1	-2	4
2	-4	1	-10
3	x	-2	-2
4	-2	x	-7
5	-10	0	4
6	3	1	4
7	u	0	-3
8	u	2	0

# Further results:
nr	SMILES	ERAP1 HTS inh	F508del corr	miR-122 sensor	SIRT5 inh
9	COc1ccc(S(=O)(=O)Nc2ccc3c(c2)C(=O)N([C@H](C)CO)C[C@@H](C)[C@H](CN(C)C)O3)cc1	0	2.4	-3[16.7 µM]	x
10	COc1ccc(OC)c(NC(=O)Cn2cnc3c(cnn3-c3ccccc3)c2=O)c1	6	-3.5	-4	0
11	Cn1ccnc1Sc1cc(NCCCO)c([N+](=O)[O-])c2nonc12	5	-0.7	0	4
12	O=C(NCC[C@H]1CC[C@H](NS(=O)(=O)c2ccc(Cl)cc2)[C@@H](CO)O1)c1ccc2c(c1)OCO2	-3	0.4	x	2
13	O=C(Nc1ccccc1N1CCCC1)c1ccc(Cl)cc1Cl	-2	-1.4	x	-3
14	COCC(=O)N1CC(=O)N2[C@H](CO)[C@H](c3ccc(C#Cc4cccnc4)cc3)[C@@H]2C1	-2	-1.0	x	-1
15	O=C(Nc1nc(-c2ccccn2)cs1)c1cc(S(=O)(=O)N2CCOCC2)ccc1F	1	-1.5	4	-4
16	O=C(N/N=C/c1ccncc1)c1ccccn1	2	0.4	-1	1

nr	DENV2 CPE	Casp6 inh	ERp5 block
9	5	-2	-3
10	-4	-2	5
11	-4	4	1
12	-6	-2	-5
13	2	0	6
14	3	1	3
15	17	5	2
16	-5	4	4

# Quoted at random: 4 records from the list
nr	SMILES	ERAP1 HTS inh	F508del corr	miR-122 sensor	SIRT5 inh
13	O=C(Nc1ccccc1N1CCCC1)c1ccc(Cl)cc1Cl	-2	-1.4	x	-3
15	O=C(Nc1nc(-c2ccccn2)cs1)c1cc(S(=O)(=O)N2CCOCC2)ccc1F	1	-1.5	4	-4
9	COc1ccc(S(=O)(=O)Nc2ccc3c(c2)C(=O)N([C@H](C)CO)C[C@@H](C)[C@H](CN(C)C)O3)cc1	0	2.4	-3[16.7 µM]	x
10	COc1ccc(OC)c(NC(=O)Cn2cnc3c(cnn3-c3ccccc3)c2=O)c1	6	-3.5	-4	0

nr	DENV2 CPE	Casp6 inh	ERp5 block
13	2	0	6
15	17	5	2
9	5	-2	-3
10	-4	-2	5

# (more compounds)
nr	SMILES	ERAP1 HTS inh	F508del corr	miR-122 sensor	SIRT5 inh
17	Cc1cc(C(c2cc(C)c(N)c(C)c2)c2ccco2)cc(C)c1N	0	0.1	-5	-3
18	Cc1ccc(-c2cc(C(=O)Nc3ccncc3)c3ccccc3n2)cc1	-4	-1.3	-4	1
19	Cc1ccc(NC(=O)CSCC(=O)N(C)Cc2ccc(Cl)c(Cl)c2)cc1	2	0.3	1	-1
20	Cc1ccc(S(=O)(=O)Nc2ccc3c(c2)C(=O)N([C@H](C)CO)C[C@@H](C)[C@H](CN(C)C(=O)c2ccccc2)OCCCC[C@@H](C)O3)cc1	-1	-0.8	-7[16.7 µM]	-1
21	O=C(N[C@H]1CC[C@H](CCNS(=O)(=O)c2cccc(Cl)c2)O[C@@H]1CO)c1ccc(F)cc1	2	-4.4	x	1
22	Cc1ccc2c(Cl)cc(Cl)c(OCC(=O)NCCc3ccccn3)c2n1	-2	-0.4	x	-3
23	Cc1ccc(S(=O)(=O)N(C)C[C@H]2OCCCC[C@@H](C)Oc3ccc(NC(=O)NC(C)C)cc3C(=O)N([C@H](C)CO)C[C@H]2C)cc1	3	-3.7	-7[16.7 µM]	5
24	COc1cc(CN2CCN(C(=O)c3cccc4ccccc34)CC2)cc(OC)c1OC	1	3.3	1	-7

nr	DENV2 CPE	Casp6 inh	ERp5 block
17	-1	1	x
18	0	-2	-4
19	-8	-71	-5
20	-1	-1	-5
21	-4	2	-7
22	5	0	1
23	-6	2	0
24	0	-1	6

# The list continues:
nr	SMILES	ERAP1 HTS inh	F508del corr	miR-122 sensor	SIRT5 inh
25	COC(=O)c1ccc(C)cc1C1CN=NC12Cc1cc(C)ccc1C2=O (configuration not stated)	-10	-2.1	x	-3
26	CC=Cc1ccc2n(c1=O)C[C@@H]1[C@@H](CO)[C@H](C(=O)N3CCC(Cc4ccccc4)CC3)N(C)[C@H]21 (mixture of isomers)	0	x	x	-4
27	CC(C)OC(=O)Nc1ccc(-c2ccc(NC(=O)OC(C)C)cc2Cl)c(Cl)c1	2	3.3	x	-5
28	C[C@@H]1CCCCO[C@H](CN(C)C)[C@@H](C)CN([C@@H](C)CO)C(=O)c2cc(NC(=O)CCC(F)(F)F)ccc2O1	-1	-1.9	-7[16.7 µM]	-6
29	O=C(O)Cc1ccc(N=Cc2c(O)ccc3ccccc23)cc1	1	-1.1	x	-2
30	CSc1ccccc1NC(=O)C(=O)c1c[nH]c2ccccc12	4	-2.3	x	x
31	COc1ccccc1[C@@H]1C(c2ccccc2)=NN(c2ccc(Br)cc2)[C@H]1C(=O)N1CCOC1=O	0	2.6	4	-3
32	CN1CCC/C1=C1/C(=O)N(c2ccccc2)N=C1NC(=O)Nc1cccc(Cl)c1	-2	2.9	x	1

nr	DENV2 CPE	Casp6 inh	ERp5 block
25	0	1	-4
26	-2	0	0
27	2	-1	2
28	-8	-4	-1
29	-6	7	7
30	-2	0	1
31	-20	3	3
32	2	3	-5

# (continued)
nr	SMILES	ERAP1 HTS inh	F508del corr	miR-122 sensor	SIRT5 inh
33	Nc1nonc1-n1nnc(C(=O)N/N=C/c2ccncc2)c1-c1ccccc1	3	-2.8	-1	-3
34	O=C(COC(=O)c1ccc(S(=O)(=O)N2CCCC2)cc1)Nc1cccc(Cl)c1	3	-1.4	4	1
35	CC(C)C[C@H]1CN=C(Nc2ccccc2)N1CCCCc1ccccc1	1	3.7	-3	-2
36	Cc1nc(-c2ccc(S(=O)(=O)N3CCN(C4c5ccccc5-c5ccccc54)CC3)s2)cs1	-1	1.6	x	-3
37	C/C(=N\NC(=S)NC(C)C)c1ccccc1	1	-2.8	x	-1
38	Cc1cc(-c2ccc(Br)cc2)n[nH]1	x	0.3	13	16*
39	Cc1ccc(S(=O)(=O)NCc2ccccc2)s1	8	-0.5	47	1
40	COc1ccc(-c2ccccc2[C@@H]2[C@@H](C#N)N(C(=O)C3CC3)[C@H]2CO)cc1	0	-2.3	x	x

nr	DENV2 CPE	Casp6 inh	ERp5 block
33	0	1	-3
34	-2	-1	-5
35	-11	-1	0
36	-2	0	2
37	0	2	-6
38	-6	2	4
39	2	0	6
40	27*	-4	0

# More structures follow.
nr	SMILES	ERAP1 HTS inh	F508del corr	miR-122 sensor	SIRT5 inh
41	CN1C(=O)c2cc(NC(=O)Nc3ccccc3F)ccc2OC[C@H]2O[C@H](CC(=O)NCCc3ccncc3)CC[C@@H]21	-1	4.8	20[16.7 µM]	-4
42	CCc1cccc(C)c1NC(=O)COC(=O)CC1CCCC1	-4	-3.6	x	1
43	CN(C)CC#CCC(O)(c1ccccc1)C1CCCCC1 (configuration not stated)	0	-9.5	-3	-2
44	CCCCC[C@@H]1CCCCC[C@@H](O)C[C@@H](O)[C@H](O)/C=C/C(=O)O1	x	-3.1	x	x
45	CNC[C@@H]1Oc2ccc(NC(=O)Nc3cccc4ccccc34)cc2CC(=O)N([C@@H](C)CO)C[C@H]1C	-3	2.7	2[16.7 µM]	2
46	CC1CCN(c2nc3ccc(C(=O)NCCCN4CCCCC4C)cc3s2)CC1 (configuration not stated)	x	-3.7	-4	x
47	C[C@H]1CN([C@@H](C)CO)C(=O)c2cc(NC(=O)CCCN(C)C)ccc2O[C@H]1CN(C)C	2	0.1	10[16.7 µM]	12
48	O=[N+]([O-])c1ccc(NCCCc2ccccc2)cc1	-1	0.4	x	x

nr	DENV2 CPE	Casp6 inh	ERp5 block
41	-4	0	-1
42	-2	0	0
43	-1	0	3
44	-14	-3	0
45	5	-1	1
46	u	-13	0
47	2	-2	1
48	-8	0	3

# Continued.
nr	SMILES	ERAP1 HTS inh	F508del corr	miR-122 sensor	SIRT5 inh
49	Cc1ccccc1CN1[C@@H](CC2CCCCC2)COCCS1(=O)=O	0	1.6	-6	-2
50	CC(NC(=O)c1ccco1)C(=O)N(C)Cc1ccc(C(F)(F)F)cc1 (configuration not stated)	0	-1.4	-4	-5
51	Cc1cc(-c2ccn[nH]2)c(C)s1	3	0.8	-2	3
52	COc1ccc(S(=O)(=O)N(C)C[C@H]2OCCCC[C@@H](C)Oc3ccc(NC(=O)NC4CCCCC4)cc3C(=O)N([C@H](C)CO)C[C@@H]2C)cc1	2	-0.6	4[16.7 µM]	-1
53	COc1ccc(C(CNC(=O)Nc2ccc(Cl)cc2)N2CCN(C)CC2)cc1 (configuration not stated)	2	-0.1	9	-5
54	CC=Cc1ccc2n(c1=O)C[C@@H]1[C@@H](CO)[C@H](C(=O)NC3Cc4ccccc4C3)N(CC3CC3)[C@H]21 (mixture of isomers)	-1	2.1	-5[16.7 µM]	4
55	Cc1c(Cl)cccc1NC(=O)c1cc(-c2ccco2)on1	-4	-1.7	1	1
56	COc1ccc(CCN(C)Cc2ccc(OC)c(OCc3ccccc3)c2)cc1OC	-2	0.6	2	-3

nr	DENV2 CPE	Casp6 inh	ERp5 block
49	-10	-1	1
50	-2	-1	1
51	-5	0	4
52	-2	1	1
53	-8	-9	-8
54	75*	-1	0
55	-2	4	4
56	0	0	-5

# New compounds follow.
nr	SMILES	ERAP1 HTS inh	F508del corr	miR-122 sensor	SIRT5 inh
57	COc1ccc(-c2ccc([C@@H]3[C@H]4CN(C(=O)NC(C)C)CC(=O)N4[C@H]3CO)cc2)cc1	x	-1.7	x	1
58	COc1cccc(NC(=O)CSc2nc(N)cc(N)n2)c1	-1	2.4	x	1
59	CCOC(=O)C1CCCN(S(=O)(=O)c2cccc3nsnc23)C1 (configuration not stated)	-5	-0.1	-6	0
60	COc1ccc(C(=O)Nc2cc(Cl)ccc2N2CCOCC2)cc1S(=O)(=O)N1CCOCC1	-1	1.9	-1	-1
61	CCOC(=O)C1CCN(C(c2ccc(OC)c(OC)c2)c2sc3nc(C)nn3c2O)CC1 (configuration not stated)	5	-4.7	-1	0
62	COc1ccc(-n2nc3c(N4CCC(C(=O)NCCc5ccco5)CC4)nnc(C)c3c2C)cc1	-3	0.4	-14	-3
63	CC1=C(C(=O)N2CCCCCC2)CC(CC(=O)NCCN2CCOCC2)C(=O)N1Cc1ccc(C(C)(C)C)cc1 (configuration not stated)	3	-0.7	x	x
64	Cc1cc(C)c(S(=O)(=O)c2cccc(C)c2C)c(=O)[nH]1	-4	0.8	7	2
65	CC12CCC(=O)N1C(C(=O)Nc1nc3ccccc3s1)CS2 (configuration not stated)	-1	0.5	-3	0
66	O=C(NCCN1C(=O)C2C3C=CC(C3)C2C1=O)Nc1ccccn1 (configuration not stated)	x	1.0	-3	x

nr	DENV2 CPE	Casp6 inh	ERp5 block
57	1	x	-4
58	-2	-1	6
59	-5	3	-2
60	-2	1	-7
61	1	0	10
62	-3	1	-3
63	9	1	1
64	-6	2	2
65	-9	4	-6
66	7	1	2
